Assay outcomes deposited in PubChem by National Center for Advancing Translational Sciences (NCATS).
RGS4 inhibitor: blocks human RGS4-accelerated GTP hydrolysis; P49798; Transcreener GDP fluorescence polarization, RGS4-accelerated GTP hydrolysis; Potency, µM (series often up to 114 µM), for inactives: at the highest dose activity change, negative = inhibition, usual class: inhibitors; actives 0.039% (n = 390,000); AID 504845; also: % is scaled to controls: 0 for no effect and ±100 for the full control effect; nearly all actives have a fitted effect of over 75% in size; some results filed as inactive show a strong effect at the top dose
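MLSMR compounds (23 nl, pin-transferred) preincubated 10 min at room temperature with a 500nM (2x) first reagent, then RGS4 at 900nM (2x) plus Transcreener GDP mix added; fluorescence polarization (620/688 nm) read before and after 90 min at 30 °C.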
Vif-A3F inh: blocks the Vif interaction with APOBEC3F | actives 0.2% (n = 390,000) | Potency, µM (series often up to 46.1 µM), without a hit: top-dose activity, negative = active | AID 602313 | HeLa A3F-eYFP + Vif (tagged APOBEC3F with the HIV-1 protein that degrades it), YFP fluorescence increase; also: % of control where 0% means no effect; nearly all actives have a fitted effect of over 65% in size
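Fluorescence increase (Ex 488/Em 500-530) after overnight compound treatment at 37 deg C flags inhibition of Vif-driven A3F-eYFP loss in stable HeLa A3F-eYFP/Vif cells seeded overnight beforehand.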
ALOX12 inh: ALOX12 (human) lipoxygenase inhibition. actives 1.1% (n = 580,000). P18054. Potency, µM (doses to about 108 µM), for the others: at the top dose activity change, negative = inhibition, usual class: inhibitors. purified 12hLO, xylenol orange hydroperoxide absorbance; also: % is scaled to controls: 0 for no effect and ±100 for the full control effect
Target sequence (P18054 whole entry, looked up): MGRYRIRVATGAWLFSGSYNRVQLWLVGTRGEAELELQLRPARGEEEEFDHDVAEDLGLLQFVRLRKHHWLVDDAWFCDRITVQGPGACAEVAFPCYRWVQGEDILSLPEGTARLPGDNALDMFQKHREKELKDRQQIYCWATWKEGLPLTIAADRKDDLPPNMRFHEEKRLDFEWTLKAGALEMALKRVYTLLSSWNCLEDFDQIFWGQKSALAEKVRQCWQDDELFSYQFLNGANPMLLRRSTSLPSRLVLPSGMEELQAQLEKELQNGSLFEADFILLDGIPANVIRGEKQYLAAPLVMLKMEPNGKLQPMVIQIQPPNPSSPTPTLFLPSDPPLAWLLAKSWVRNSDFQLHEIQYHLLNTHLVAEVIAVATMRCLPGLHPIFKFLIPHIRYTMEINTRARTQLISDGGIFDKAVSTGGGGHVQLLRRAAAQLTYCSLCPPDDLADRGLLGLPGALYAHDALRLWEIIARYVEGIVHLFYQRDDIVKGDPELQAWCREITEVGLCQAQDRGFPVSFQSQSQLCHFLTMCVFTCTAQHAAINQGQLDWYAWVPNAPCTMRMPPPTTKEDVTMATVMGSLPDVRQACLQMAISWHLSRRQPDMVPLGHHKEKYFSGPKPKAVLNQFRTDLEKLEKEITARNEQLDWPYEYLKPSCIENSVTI
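Hydroperoxide product was detected by ferrous iron/xylenol orange as the 573 to 405 nm absorbance ratio. Arachidonic acid at 40 uM (final) was turned over for 30 min at room temperature by 150 nM human 12hLO, pH 7.0 Hepes buffer, after 15 min compound preincubation.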
TrxR1 inh: inhibitors of rat thioredoxin reductase 1; AID 588453; actives 1% (n = 390,000); Potency, µM (titrated, usually from 114 µM), for the others: top-dose activity change, negative = inhibition, most hits filed as inhibitors; O89049; recombinant rTrxR1, NADPH fluorescence consumption, selenite substrate; also: % is scaled to controls: 0 for no effect and ±100 for the full control effect; nearly all actives have a fitted effect of over 65% in size
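Rat TrxR1 (90 nM in the dispensed reagent) was pre-reduced with 400 uM NADPH for 5 min at room temperature, then incubated with compound for 15 min. After 400 uM selenite was added, NADPH fluorescence (Ex 340/Em 450 nm) was followed for 8 min.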
TrxR1 substrate: is turned over as a substrate by rat TrxR1. O89049. purified TrxR1 substrate turnover, NADPH consumption readout. Potency, µM (top dose mostly 114 µM), inactives show at the top dose activity change, negative = substrate turnover. actives 0.01% (n = 390,000); also: % is scaled to controls: 0 for no effect and ±100 for the full control effect; nearly all actives have a fitted effect of over 50% in size
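Rat TrxR1, dispensed at 90 nM, was prereduced with 400 uM NADPH (final) for 5 min at ~22 deg C, then incubated with compound 15 min before 400 uM selenite. A first-read NADPH fluorescence drop versus no-compound background flagged substrates.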
RXFP1 ag: agonists of human relaxin receptor RXFP1; Q9HBX9; HEK293T-RXFP1 cAMP TR-FRET, 30 min; response scale: percent of porcine relaxin response, buffer zero; Potency, µM (doses to about 57.5 µM), inactives show top-dose activation, usual class: activators; actives 0.3% (n = 370,000); AID 2676; also: % is scaled to controls: 0 for no effect and ±100 for the full control effect; nearly all actives have a fitted effect of over 60% in size; many of its hits are not listed in these tables
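HEK293T cells stably expressing RXFP1 were pretreated with the PDE4 inhibitor Ro 20174, exposed to compounds for 30 min at 37C, lysed, and cAMP was read by TR-FRET. Data normalized to buffer (basal) and 29 nM porcine relaxin (100%).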
Vif-A3G inh: inhibitors of Vif-APOBEC3G interaction; Q9HC16; HeLa A3G-eYFP + Vif (tagged APOBEC3G with the HIV-1 protein that degrades it), YFP fluorescence, overnight; Potency, µM (doses to about 46.1 µM), for the others: at the top dose activity, negative = active, hits mostly inhibitors; actives 0.076% (n = 410,000); AID 602310;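 also: % is scaled to controls: 0 for no effect and ±100 for the full control effect; nearly all actives have a fitted effect of over 60% in size; hits raise eYFP signal because A3G escapes Vif-driven loss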
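HeLa cells stably expressing Vif and C-terminally eYFP-tagged A3G, seeded overnight at 37 deg C, then exposed to compound by pintool overnight at 37 deg C. Rise in yellow fluorescence (Ex 488/Em 500-530, Acumen) marks blocked Vif-driven A3G degradation.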
USP1-UAF1 inh: blocks the human USP1/UAF1 deubiquitinase complex; O94782; recombinant USP1/UAF1, Ub-Rhodamine cleavage fluorescence; Potency, µM (series often up to 57.1 µM), for inactives: at the highest dose activity change, negative = inhibition, actives largely listed as inhibitors; actives 0.23% (n = 390,000); also: % is scaled to controls: 0 for no effect and ±100 for the full control effect; nearly all actives have a fitted effect of over 60% in size; inactives centre near -12
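USP1/UAF1 complex at 1 nM was preincubated with compound for 15 min at room temperature, then Ub-Rho substrate (150nM final) was added. Fluorescence (480/540 nm) was read kinetically, 6 reads every 60 seconds.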
IDH1 R132H inh: inhibitors of human mutant IDH1 R132H | O75874 | IDH1-R132H enzyme, NADPH consumption, diaphorase/resazurin fluorescence | Potency, µM (doses to about 76.6 µM), for the others: at the highest dose activity change, negative = inhibition, hits mostly inhibitors | actives 0.093% (n = 390,000) | AID 602179; also: % is scaled to controls: 0 for no effect and ±100 for the full control effect; nearly all actives have a fitted effect of over 65% in size
Target sequence (O75874 whole entry R132H, stated change not applied): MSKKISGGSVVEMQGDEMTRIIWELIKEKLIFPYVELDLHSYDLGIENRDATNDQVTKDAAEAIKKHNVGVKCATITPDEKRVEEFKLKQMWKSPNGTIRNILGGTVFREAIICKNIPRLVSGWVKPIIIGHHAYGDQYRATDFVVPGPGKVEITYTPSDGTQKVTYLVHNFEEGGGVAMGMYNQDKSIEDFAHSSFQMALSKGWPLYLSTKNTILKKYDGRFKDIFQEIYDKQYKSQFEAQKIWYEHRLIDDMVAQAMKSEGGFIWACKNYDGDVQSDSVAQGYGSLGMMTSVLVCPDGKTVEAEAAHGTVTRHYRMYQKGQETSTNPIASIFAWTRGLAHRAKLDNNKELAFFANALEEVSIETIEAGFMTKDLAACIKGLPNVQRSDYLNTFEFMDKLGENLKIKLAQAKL
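IDH1-R132H (0.5 ug/mL) preincubated 30 min with compound, then NADPH (0.016 mM) and alpha-KG (2 mM) added; 80 min at RT, pH 7.5. Remaining NADPH coupled via diaphorase/resazurin to fluorescence (540/590 nm); concentration-response curves normalized to no-enzyme control.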
An asterisk follows results filed as active; ? = inconclusive; nt = no result given; [ ] = remark or other dose. Calls follow the shape of the dose curve; as a rule, active = well fitted curve in the direction sought with a large enough effect; inconclusive = small, poorly fitted or top-dose-only effect, or another doubt; inactive = no such curve, though single readings can be large; an effect the other way counts as inactive or inconclusive. Potency is read from the fitted curve at half-maximal effect.

molecule,RGS4 inhibitor,Vif-A3F inh,ALOX12 inh,TrxR1 inh,TrxR1 substrate,RXFP1 ag,Vif-A3G inh,USP1-UAF1 inh,IDH1 R132H inh
COc1ccccc1CN(C(=O)c1cnccn1)C(C(=O)NC1CCCCC1)c1cc(OC)c(OC)c(OC)c1 (stereo not drawn),4.1%,-9.9%,-0.8%,31.7%,5.6%,-1.4%,1.0%,-12.9%,-0.1%
N#Cc1ccc(CN2C=NS(=O)(=O)c3ccccc32)cc1,-14.9%,-19.3%,36.1%[activator],12.2%,3.0%,-1.7%,1.1%,-23.9%,-9.6%
COc1cccc(CNCCSc2nnnn2C)c1OCc1ccccc1Cl,-5.2%,8.8%,?,-3.2%,8.4%[11.4 µM],-3.2%,1.3%,-23.3%,6.9%
CCOC(=O)NNc1ccc(C(F)(F)F)cn1,-4.3%,2.8%,?,34.7%[57.1 µM],-11.1%[57.1 µM],-0.3%,-3.9%,-9.0%,7.1%
O=C(COc1ncnc2cc([N+](=O)[O-])ccc12)NCc1ccc2c(c1)OCO2,-26.4%,-7.2%,21.0%,7.4%,9.4%[57.1 µM],3.2%,0.0%,-24.1%,0.8%
Cc1c(C(=O)N2CCCCC2)c(S(=O)(=O)N2CCN(c3ccc(Cl)cc3)CC2)c(C)n1C,-17.1%[11.4 µM],0.7%,-5.9%,14.6%,2.8%,0.2%,2.3%,-18.4%,1.3%
O=c1oc2ccccc2c2[nH]ccc12,5.0%,5.2%,-4.7%,-2.2%[57.1 µM],-5.5%[57.1 µM],0.6%,2.0%,-9.8%,0.0%
NC(=O)c1ccc(NC(=O)CSc2nnc(C3CCCCC3)n2N)cc1,16.8%[56.9 µM],0.1%,18.0%,-6.5%,-6.7%,3.4%,0.6%,-12.2%,-8.8%
CCN(CC(=O)NCc1ccc(Cl)cc1)C(=O)c1cnc(Cl)c(Cl)c1,15.2%,14.4%,10.6%,-7.6%[57.1 µM],-6.6%[57.1 µM],-2.7%,0.8%,-15.5%,0.0%
Cn1c(=O)c2c(nc(N/N=C/c3ccc(OC(=O)c4ccco4)cc3)n2Cc2ccc(F)cc2)n(C)c1=O,17.0%,-3.9%,-8.9%,9.8%[57.1 µM],24.3%,0.2%,4.1%,-9.3%,1.4%
CCOC(=O)C(NC(=O)Nc1ccc(C(N)=O)cc1)(c1ccccc1)C(F)(F)F (stereo not drawn),-4.6%,1.4%,3.8%,0.3%,-0.5%,-1.1%,1.5%,-21.9%,0.8%
COc1cc(C2C(C#N)=C(N)Oc3n[nH]c(-c4cccnc4)c32)cc(Br)c1O (stereo not drawn),3.5%,0.1%,-14.6%,-23.8%,-5.7%,-0.2%,3.8%,-21.3%,12.6%
CSCCC(NS(=O)(=O)c1ccc(Cl)c(Cl)c1)C(=O)O (stereo not drawn),6.1%,-2.4%,0.5%,-3.5%,-5.0%,0.9%,-2.0%,-24.3%,-1.1%
COc1cc2c(cc1OC)CN(C(=O)CC1CC3CCC1C3)CC2 (stereo not drawn),21.4%,3.9%,0.2%,1.1%,6.5%,0.3%,-12.7%,?,-1.5%
C=C1C(=O)O[C@H]2[C@H]1[C@H](OC(=O)/C(C)=C\C)C[C@]1(CO1)[C@@H]1[C@H](OC(C)=O)C=C(C)[C@]21O,-44.7%,9.3%,4.0%,-25.5%[11.4 µM],2.7%[11.4 µM],nt,?,-13.9%,-5.4%
O=c1oc2ccccc2nc1/C=C(\O)c1ccccc1,5.0%,12.7%,242.4%[activator],-1.6%,-11.2%,0.0%,-8.5%,-2.0%,-2.7%
COC(=O)c1ccc(COC(=O)C2CCN(S(=O)(=O)c3ccc(C)c(C)c3)CC2)o1,0.3%,1.7%,nt,5.6%[57.1 µM],-1.7%[57.1 µM],1.5%,0.8%,-4.4%,-1.9%
CC(=O)N1c2ccc(S(=O)(=O)NCC3CCC(C(=O)Nc4ccc(C)cc4)CC3)cc2CC1C (stereo not drawn),-1.9%,-6.3%,-22.8%,26.0%,11.1%,0.1%,3.6%,20.3%,-2.6%
NC(=O)C1CCN(C(=S)NC2CC3C=CC2C3)CC1 (stereo not drawn),2.8%,-15.8%,3.2%,23.5%,7.7%,-2.5%,-0.5%,-9.5%,0.5%
CCOC(=O)Nc1cc(NC(=O)OCC)ncn1,5.1%,13.2%,1.3%,-15.0%[11.4 µM],-6.0%[11.4 µM],nt,0.7%,4.0%,-4.4%
COc1cccc(CNC(=O)CCc2c(C)c3ccc(O)c(C)c3oc2=O)c1,-20.8%,-9.8%,-6.2%,108.8%[activator],169.9%[activator],4.6%,-8.2%,?,8.5%
O=C(CN1CCN(C(=O)c2ccco2)CC1)Nc1c2c(nc3c1CCC3)CCCC2,-30.1%,-3.8%,?,17.1%[57.1 µM],9.9%[57.1 µM],-1.4%,0.9%,-8.8%,3.0%
OCCCCC#Cc1c(-c2ccsc2)sc2ccccc12,-20.3%,-7.0%,-23.1%,14.9%,7.9%,14.4%,-8.6%,-34.0%,-4.8%
COc1ccc(C/C(N)=N/OC(=O)c2cccs2)cc1,-5.5%,-2.9%,0.5%,12.4%,0.7%,-1.8%,11.4%,-25.3%,1.1%
Cc1nc2ccccc2c(=O)n1NC(=O)c1c(O)c2c(n(CC(C)C)c1=O)CCCC2,?,-5.2%,-18.9%,3.9%[57.1 µM],2.9%[57.1 µM],-1.5%,-0.3%,-22.1%,-12.5%
O=c1cc2c(nn1Cc1ccc(F)cc1)-c1ccccc1CC2,19.6%,1.3%,-8.0%,20.9%,-4.3%,6.4%,-1.6%,-1.4%,7.2%
COc1ccc(-c2c[n+]3c(n2-c2ccc(C)cc2)CCCCC3)cc1,-21.0%,1.7%,0.0%,30.9%,13.5%,0.0%,2.4%,-18.7%,7.7%
COC(=O)C1CCN(C2CC(=O)N(c3cc(C)cc(C)c3)C2=O)CC1 (stereo not drawn),-6.6%,-4.8%,-12.6%,7.4%,0.8%,-0.4%,-5.1%,-16.8%,-3.8%
COCCOC(=O)C1=C(C)N(c2ccccc2)C(=S)NC1c1ccccc1C(F)(F)F (stereo not drawn),-20.8%[56.9 µM],0.0%,?,5.4%,-4.5%,0.6%,10.0%,-22.6%,12.3%
Cc1ccc(S(=O)(=O)Nc2ccccc2C(=O)N2CCCC2)cc1,-36.2%,1.0%,?,6.6%,3.8%,0.0%,-0.1%,-13.5%,15.5%

The closing two records of the part before are carried over, then new ones follow:
molecule,RGS4 inhibitor,Vif-A3F inh,ALOX12 inh,TrxR1 inh,TrxR1 substrate,RXFP1 ag,Vif-A3G inh,USP1-UAF1 inh,IDH1 R132H inh
COCCOC(=O)C1=C(C)N(c2ccccc2)C(=S)NC1c1ccccc1C(F)(F)F (stereo not drawn),-20.8%[56.9 µM],0.0%,?,5.4%,-4.5%,0.6%,10.0%,-22.6%,12.3%
Cc1ccc(S(=O)(=O)Nc2ccccc2C(=O)N2CCCC2)cc1,-36.2%,1.0%,?,6.6%,3.8%,0.0%,-0.1%,-13.5%,15.5%
N#Cc1ccc(Nc2ccccc2)c(N)c1,-31.8%,-8.3%,?,4.1%[57.1 µM],16.1%[57.1 µM],1.0%,-5.9%,-16.7%,1.7%
N#Cc1ncc(Cc2ccccc2)nc1C#N,-32.7%,?,-4.1%,-7.5%,3.6%,-0.1%,?,-20.9%,5.7%
Cc1ccc(C(=O)NC(=S)Nc2ccc(-c3cc4ccccc4oc3=O)cc2)c(C)c1,36.9%,nt,9.0%,12.9%,4.7%,2.1%,0.7%,-3.8%,-1.6%
COc1ccccc1C(=O)NCCC(=O)Nc1ccc(S(=O)(=O)N2C(C)CCCC2C)cc1 (stereo not drawn),-12.7%,-2.4%,?,3.8%,-11.9%,0.4%,3.1%,-20.8%,16.5%
Cc1ccc(F)cc1NC(=O)COC(=O)c1ccc2ncsc2c1,9.2%,7.7%,-14.7%,17.8%,1.1%,-1.0%,-0.3%,-21.0%,4.5%
Cc1ccc(S(=O)(=O)N2CCN=C2SCc2ccc(Cl)c(Cl)c2)cc1,17.8%,7.4%,?,-11.0%,-9.7%,0.6%,0.2%,-5.1%,1.2%
COc1ccc(OC)c(-n2c(-c3ccn[nH]3)n[nH]c2=S)c1,-8.3%,1.7%,-2.0%,?,-1.1%,-2.0%,-6.1%,-24.6%,-8.9%
COc1ccc(C2NC(=S)NC(C)=C2C(=O)c2ccccc2)cc1OC (stereo not drawn),-30.6%,-10.9%,?,?,-18.2%,2.5%,-1.3%,-8.3%,3.4%
Cc1ccc(C(C(=O)NC2CCCCC2)N(C(=O)c2csnn2)C2CC2)o1 (stereo not drawn),-21.7%,-0.5%,44.0%[activator],13.4%[57.1 µM],0.5%[57.1 µM],1.7%,-0.1%,-12.5%,-6.8%
CC(=O)c1cccc(NC(=O)CN2C(=O)C(=O)N(Cc3ccco3)C2=O)c1,3.7%,-1.0%,-14.6%,7.8%,-1.2%,0.5%,-0.4%,-12.0%,-10.4%

The list is partial (hit frequency here may not be typical).
